# Cardiac RTF inh = cardiac RTF calcium desensitization; inhibition, % at 7.15 µM; AID 493244; IANBD-labeled cardiac RTF, Ca2+ fluorescence; hit rate 0.12% among 340,000;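 active = inhibition above the mean inhibition of all tested compounds plus 3 SD, cut at about 17% in these data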;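 note: assay run at fixed EC70 calcium of 1.6 mM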
# Keap1 Nrf2 FP = inhibitors of human Keap1-Nrf2 protein-protein interaction | inhibition, % at 9.4 µM | hit rate 0.15% among 340,000 | Keap1 Kelch-Nrf2 peptide fluorescence polarization, 1536-well; in the data active = inhibition above about 12%;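 note: human Keap1 Kelch domain with fluorescein labeled Nrf2 9mer peptide probe; 0% = neutral control wells and 100% = peptide positive control; higher means more block of Keap1 binding to Nrf2 peptide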
# OPRM1-OPRD1 ag = agonists of human mu-delta opioid receptor heterodimerization; hit rate 0.3% among 340,000; activation, % at 9.3 µM; AID 504326; P35372+P41143; cells, OPRM1-OPRD1 heterodimerization, luminescence; in the data active = activation above about 18%;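 note: 0% = vehicle-treated cells and 100% = reference agonist; values of inactives mirror those of a sister screen read the other way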
# Target sequence (P35372 whole entry, looked up): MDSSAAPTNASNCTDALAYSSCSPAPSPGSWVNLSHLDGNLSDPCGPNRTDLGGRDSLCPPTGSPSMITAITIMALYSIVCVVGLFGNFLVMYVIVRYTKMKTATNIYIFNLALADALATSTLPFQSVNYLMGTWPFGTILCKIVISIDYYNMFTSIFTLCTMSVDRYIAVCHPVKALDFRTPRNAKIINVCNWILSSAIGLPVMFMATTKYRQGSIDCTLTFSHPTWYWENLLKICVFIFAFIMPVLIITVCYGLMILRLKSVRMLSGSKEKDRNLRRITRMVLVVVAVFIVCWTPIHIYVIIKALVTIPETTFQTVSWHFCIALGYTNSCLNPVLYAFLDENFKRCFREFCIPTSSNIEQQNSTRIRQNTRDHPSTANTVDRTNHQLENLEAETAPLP
# Target sequence (P41143 whole entry, looked up): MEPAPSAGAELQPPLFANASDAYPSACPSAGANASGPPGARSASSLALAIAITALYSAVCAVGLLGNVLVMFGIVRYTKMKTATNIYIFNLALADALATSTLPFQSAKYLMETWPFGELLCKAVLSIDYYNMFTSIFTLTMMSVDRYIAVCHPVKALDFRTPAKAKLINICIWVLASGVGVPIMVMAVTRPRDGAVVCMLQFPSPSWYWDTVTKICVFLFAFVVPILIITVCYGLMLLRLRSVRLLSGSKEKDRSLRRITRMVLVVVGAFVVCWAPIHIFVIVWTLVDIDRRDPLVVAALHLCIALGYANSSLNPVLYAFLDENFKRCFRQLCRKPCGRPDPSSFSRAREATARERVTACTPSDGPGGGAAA
# HTR5A ag ctr = counter-screen for OPRM1-OPRD1 agonists: human HTR5A agonism. P47898. HTR5A agonist assay, luminescence, cell-based. activation, % at 9.3 µM. hit rate 0.61% among 340,000. AID 504692; in the data active = activation mostly above about 9.5%, no sharp cut-off; inactive = mostly below about 7.6%;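 note: 0% = cells with vehicle only and 100% = reference agonist; strong numbers were not always called active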
# CAL-PDZ inh HTS = inhibitors of human CAL PDZ peptide binding | Q9HD26 | purified CAL PDZ, TMR-peptide fluorescence polarization, 1 h | inhibition, % at 24.9 µM | AID 602252 | hit rate 0.92% among 300,000;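 active = mean inhibition of at least 30% with at least half of replicates also reaching 30%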;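 note: 0% = DMSO neutral control and 100% = excess unlabeled competitor peptide PRC23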
# HTR5A inv ctr = inverse agonist of human HTR5A in OPRM1-OPRD1 counter-screen. P47898. HTR5A cell line, luminescence, inverse agonism. inhibition, % at 9.3 µM. hit rate 0.083% among 340,000. AID 504634; in the data active = inhibition mostly above about 23%, no sharp cut-off; inactive = mostly below about 18%;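 note: 0% = cells with DMSO and 100% = no-cell wells with DMSO; some compounds called inactive have numbers as strong as hits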
# LANA DNA inh = KSHV C-LANA DNA binding inhibition; hit rate 0.078% among 340,000; AID 504423; inhibition, % at 9 µM; MBP-C-LANA/FAM-LBS DNA binding, fluorescence polarization;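 active = highest replicate inhibition at or above 60% at 9 µM, even if other replicates fall short; inactive = all replicates below 60% inhibition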;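 note: 0% = neutral control wells and 100% = 4 µM acridine orange control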
# V-ATPase pHluor = yeast V-ATPase proton transport regulation by pHLuorin; hit rate 0.37% among 350,000; S. cerevisiae, pHLuorin cytosolic pH fluorescence; AID 504577; response, % at 10 µM; in the data active = response mostly above about 7.3%, no sharp cut-off; inactive = mostly below about 5.4%; note: actives read high; inactives centre near 0; some compounds called inactive have numbers as strong as hits; reference of the scale not given here
# OPRM1-OPRD1 inv = mu-delta opioid heterodimer inverse agonism. P35372+P41143. inhibition, % at 9.3 µM. AID 504357. cell-based MOR-DOR heterodimer luminescence. hit rate 0.21% among 340,000; in the data active = inhibition above about 22%, passing the limit was not always enough;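 note: 0% = cells with DMSO and 100% = wells without cells with DMSO; values of inactives mirror those of a sister screen read the other way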
# RTF Ca sens act = cardiac RTF calcium sensitization; hit rate 0.24% among 340,000; IANBD-labeled TnC RTF fluorescence at EC20 calcium; 0% EC20 calcium, 100% full calcium; AID 493008; activation, % at 7.2 µM; P19429+P45379;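 active = activation above the mean over all tested compounds plus 3 SD, cut at about 30% in these data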;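 note: rise in fluorescence read as greater calcium sensitivity of cardiac thin filaments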
# The depositor's hits bear a star; · = no result given.
SMILES,Cardiac RTF inh,Keap1 Nrf2 FP,OPRM1-OPRD1 ag,HTR5A ag ctr,CAL-PDZ inh HTS,HTR5A inv ctr,LANA DNA inh,V-ATPase pHluor,OPRM1-OPRD1 inv,RTF Ca sens act
Cc1ccc(S(=O)(=O)NCCC(=O)NC(C)CCc2ccccc2)cc1 (configuration not stated),0,0,-0.4,6,71*,-15,-0.7,2,3,0
Cc1ccc(NC(=O)COC(=O)CCc2ccc(S(=O)(=O)N3CCOCC3)cc2)c(C)c1,5,-4,-0.3,-1,-4,-17,1.9,-1,1,-3
COc1cccc(NC(=O)CCC2CCN(C(=O)c3cncs3)CC2)c1,-8,1,-4.1,4,-5,-28,-0.4,-1,22,-5
CCN(/N=C/c1ccc(N(C)C)cc1)c1nc2ccccc2[nH]1,-8,-5,0.1,-4,0,15,-1.0,1,-1,-4
Cc1cc(C(=O)CSc2nnc(Cc3ccccc3)o2)c(C)n1Cc1ccc2c(c1)OCO2,-8,-10,-1.9,5,-1,5,-0.7,4,12,-2
Nc1nc(NCC2CCCO2)nc(NCC2CCCO2)c1[N+](=O)[O-] (configuration not stated),-2,-2,-3.0,-2,0,5,0.2,3,18,0
Cc1nc(C(F)(F)F)nc(Nc2ccc(N=Nc3ccccc3)cc2)c1C#N,-5,-3,-0.8,2,23,-7,3.0,2,4,9
O=C(CSc1nnc(CNC(=O)c2ccc(F)cc2)o1)NCCc1ccccc1,-1,0,-2.0,1,-1,-8,-0.3,0,11,-2
Nc1nonc1-n1nnc(C(=O)N/N=C/C2CCCCC2)c1-c1ccccc1,-10,-5,-1.2,1,-5,10,0.7,1,7,3
CC(C)CC1NC(=S)N(C2CCCCC2)C1=O (configuration not stated),2,-4,4.0,3,4,8,0.9,-1,-17,-3
CC(=O)Nc1ccc(NC(=O)C(C)OC(=O)c2cc(S(=O)(=O)N(C)C)ccc2N2CCCC2)cc1 (configuration not stated),-14,-1,0.3,0,-4,1,-13,1,-2,-1
O=C(O)c1nn(CCSc2ccccc2F)c(=O)c2ccccc12,5,-2,2.5,4,-3,-11,-4.9,0,-12,2
CC(=O)c1cccc(N2C(=NC(=O)C3CC3)SC3CS(=O)(=O)CC32)c1 (configuration not stated),-7,-4,0.3,9,-1,-19,1.0,-1,-2,3
Cc1ccc(C(=O)C2=C(O)C(=O)N(Cc3ccco3)C2c2ccc(N(C)C)cc2)o1 (configuration not stated),0,-1,-2.2,0,1,15,0.6,4,12,-3
CCc1nnc(NC(=O)C2Cc3ccccc3CN2S(=O)(=O)c2ccc(C)cc2)s1 (configuration not stated),-13,-9,1.5,1,1,8,-0.7,-2,-9,8
Cc1c(CC(=O)N[C@@H](C)C(=O)O)c(=O)oc2cc3oc4c(c3cc12)CCCC4,-6,4,-1.9,5,-10,-18,0.5,-2,10,2
COc1ccc(C2=NOC(CNC(=O)c3ccccc3Br)C2)c(OC)c1 (configuration not stated),1,-8,-2.0,-1,·,-6,11,0,10,4
Cc1cc(/C=N/NC(=O)c2ccncc2)c(C)n1-c1ccccc1,14,1,-3.6,2,-1,-12,0.2,-2,18,-3
Cc1nn(-c2ccccc2)c(C)c1/C=N/NC(=O)CSc1nnc(SCc2cccc3ccccc23)s1,-8,-1,-0.4,3,-2,-10,1.1,1,2,-2
COc1ccc(-c2nc3c(n2O)CCC/C3=N\O)cc1,-6,1,-0.5,4,·,-16,-1.2,0,3,-1

# Random excerpt: two records from the list
SMILES,Cardiac RTF inh,Keap1 Nrf2 FP,OPRM1-OPRD1 ag,HTR5A ag ctr,CAL-PDZ inh HTS,HTR5A inv ctr,LANA DNA inh,V-ATPase pHluor,OPRM1-OPRD1 inv,RTF Ca sens act
Cc1ccc(C(=O)C2=C(O)C(=O)N(Cc3ccco3)C2c2ccc(N(C)C)cc2)o1 (configuration not stated),0,-1,-2.2,0,1,15,0.6,4,12,-3
Cc1c(CC(=O)N[C@@H](C)C(=O)O)c(=O)oc2cc3oc4c(c3cc12)CCCC4,-6,4,-1.9,5,-10,-18,0.5,-2,10,2

# (list continues)
SMILES,Cardiac RTF inh,Keap1 Nrf2 FP,OPRM1-OPRD1 ag,HTR5A ag ctr,CAL-PDZ inh HTS,HTR5A inv ctr,LANA DNA inh,V-ATPase pHluor,OPRM1-OPRD1 inv,RTF Ca sens act
C=CCOc1cccc(C2C(C(=O)c3ccco3)=C(O)C(=O)N2Cc2ccco2)c1 (configuration not stated),6,1,-0.2,2,0,-16,0.7,-2,2,-5
COc1ccc(-c2csc(Nc3ccc(S(N)(=O)=O)cc3)n2)cc1,-2,-1,-0.6,12,0,-33,-0.3,0,3,2
COc1ccc(N2CCN(C(=O)COC(=O)c3oc4ccc(OC)cc4c3C)CC2)cc1,9,0,0.5,-6,-4,17,1.6,2,-3,4
O=C(c1ccccc1F)N1CCN(S(=O)(=O)c2ccc3ccccc3c2)CC1,-11,-2,-0.9,3,·,-17,2.5,-2,5,1
COc1ccc(N(CC(=O)NC2CCCCC2)S(=O)(=O)c2c(C)[nH]c(=O)[nH]c2=O)cc1,-11,1,-2.3,-1,·,2,1.3,-1,13,1
COc1cc(C(=O)OC2CC3CCC2(C)C3(C)C)ccc1OC(C)=O (configuration not stated),1,-2,3.5,1,6,-11,2.9,-3,-18,1
Cc1ccc(Nc2cc(Cl)nc(N)n2)c([N+](=O)[O-])c1,7,-3,7.9,0,7,0,1.3,0,-40,-6
Cc1ccc(S(=O)(=O)N2CCN(c3ccnc4cc(Cl)ccc34)CC2)cc1C,-2,-2,2.3,3,1,-7,0.0,-2,-13,2
CC(C)(C)OC(=O)N1CCC[C@H]1c1nnc(SCC(=O)Nc2cccc(Cl)c2)o1,-5,2,-1.4,4,·,-28,-13,-1,7,1
CC1CN(c2ccccn2)C(C)CN1C(=S)Nc1ccccc1 (configuration not stated),-11,0,-0.1,8,0,-32,2.7,-3,0,-7
O=C1CCC(c2ccccc2)(C2CCN(Cc3ccccc3)CC2)C(=O)N1 (configuration not stated),1,2,-1.9,4,-3,-42,-1.2,0,10,0
CCCNC(=O)c1cccc(COCC(F)(F)F)c1,-5,1,-0.2,11,-4,-30,-0.4,-6,1,-9
Cc1ccc(C)n1-n1c(C)nc2sc3c(c2c1=O)CCCCC3,3,0,8.1,-3,0,10,0.2,1,-44,-1
Cc1ccc2c(c1)N(CCCC(=O)Nc1cccc(C(F)(F)F)c1)C(=O)CO2,-5,5,6.2,0,-2,0,-0.4,-2,-33,1
CCc1cc2c(NCc3ccccc3)nc(C)nc2s1,1,-4,1.6,9,-1,-2,3.1,-5,-9,5
COC(=O)C(C)NC(=O)C(C)NC(=O)OCc1ccccc1 (configuration not stated),-7,-7,-2.4,3,2,-7,-1.4,2,12,-1
CCOC(=O)c1ccc2ncc(C(=O)OCC)c(NCCCN3CCOCC3)c2c1,2,-6,-2.6,-3,-4,-17,1.5,4,15,-7
COc1ccc(S(=O)(=O)CCC(=O)NCCc2ccc(Cl)cc2)cc1,3,-4,0.5,-1,0,-12,-1.8,1,-3,-3
O=C(CSc1nc2c(c(=O)n1-c1ccccc1)SCC2)NCC1CCCO1 (configuration not stated),-5,-5,-1.5,-2,14,5,0.4,5,8,2
CCOC(=O)c1sc2ccc(S(=O)(=O)N3CC(C)CC(C)C3)cc2c1N (configuration not stated),-4,-3,1.8,2,-8,-6,-1.2,1,-10,-7
CC(C)(C)C1C/C(=C/c2ccco2)C(=O)/C(=C/c2ccco2)C1 (configuration not stated),-27,-5,2.8,10*,-3,-5,1.9,-5,-14,-22
Cc1ccc(S(=O)(=O)NC(CC(C)C)C(=O)NCC(c2ccco2)N2CCCCC2)cc1 (configuration not stated),-2,-6,0.9,6,-3,-15,-0.4,1,-4,2
COc1ccc(Cl)cc1NS(=O)(=O)c1cccc(C(=O)NC2CCN(Cc3ccccc3)CC2)c1,-6,-1,18*,0,-5,1,-0.2,-2,-76,-1
O=C(NC1CCCCC1)[C@@H]1CC=C[C@@H]2CCN(C3CCCCC3)C(=O)[C@@H]21,3,-1,-2.9,5,-2,-12,1.0,0,17,-2
O=Cc1cnc2ccccc2c1-c1ccccc1,0,-5,-1.6,2,-5,-3,4.0,-2,9,0
CCc1cc2c(=O)n3c(nc2s1)-c1[nH]c2ccc(OC)cc2c1CC3,-2,-8,-2.1,-2,-2,5,1.6,-3,12,9
Cc1ccc(C(=O)Nc2cccnc2)cc1S(=O)(=O)N1CCCCCC1,-6,-3,-1.4,5,-5,7,1.1,3,7,0
Cc1nn(-c2cc(C(F)(F)F)ccc2Cl)c2nc(C(Cl)(Cl)Cl)[nH]c(=O)c12,-1,3,-2.0,10,8,-33,0.6,4,11,-3
CCCc1cc(=O)oc2cc(C)cc(OCc3nn[nH]n3)c12,0,2,-2.1,-1,-6,-11,-0.5,-1,12,1
CCOCc1cc(CN2CCC(n3nccc3NC(=O)C3CC3)CC2)ccc1OC,-4,0,-2.1,3,1,-11,-1.5,-3,11,-5
O=c1[nH]cnc2scc(-c3cccs3)c12,5,5,0.5,8,-4,-21,-0.6,-2,-3,1
CCOC(=O)C1(CCc2ccccc2)CCN(C(=O)c2cnc(C)cn2)CC1,6,4,-0.2,-3,-3,7,1.7,-1,1,-3
Cc1ccc(-c2csc3ncn(C(C)C(=O)O)c(=O)c23)cc1 (configuration not stated),-7,-8,-4.9,-4,1,13,0.5,0,23,-5
CCn1ccnc1CN(C)C(=O)CC1C(=O)NCCN1Cc1c(F)cccc1Cl (configuration not stated),-9,-1,-2.7,1,·,9,0.8,0,15,5
CCOC(=O)c1c(NC(=S)Nc2ccccc2C)sc2c1CCC2,2,-3,-0.4,2,0,3,2.5,3,2,2
O=C(CSC(=S)N1CCCCC1)c1ccccc1,-11,0,-2.0,-1,-3,1,-3.1,-2,10,13
C=CCn1c(SCC(=O)NCC2CCCO2)nc2scc(-c3ccc(OC)cc3)c2c1=O (configuration not stated),-3,-1,-1.6,-4,-4,-2,1.3,3,11,-2
CC(NC(=O)CCNC(=O)c1ccccc1Cl)C1CC2CCC1C2 (configuration not stated),-10,-7,1.3,-2,4,6,0.5,1,-9,-3
Cc1ccc(Cn2c(CN3CCOCC3)nc3c2c(=O)n(C)c(=O)n3C)cc1,-11,-4,1.4,7,-2,-18,-0.2,4,-8,0
COCCNC(=O)CC(NS(=O)(=O)c1ccc(NC(C)=O)cc1)C(C)C (configuration not stated),7,-4,-4.2,-1,2,1,-1.7,-1,18,-4
COc1ccc2c(c1)CC/C(=C\c1ccc(OC)c(Cn3nc(C)cc3C)c1)C2=O,-16,-5,-0.4,5,-1,-13,2.6,-4,2,-6
CN(CC1COc2ccccc2O1)C(=O)c1cc(COc2c(F)cccc2F)on1 (configuration not stated),-7,-1,-3.7,8,57*,-20,-1.7,1,19,1
CCC(C)(C)n1nnnc1C(c1cc2cc3c(cc2[nH]c1=O)OCO3)N1CCCCC1 (configuration not stated),-10,-2,-0.2,8,·,12,-0.7,5,1,1

# Exported tab-delimited: 2 of the compounds above
Structure	Cardiac RTF inh	Keap1 Nrf2 FP	OPRM1-OPRD1 ag	HTR5A ag ctr	CAL-PDZ inh HTS	HTR5A inv ctr	LANA DNA inh	V-ATPase pHluor	OPRM1-OPRD1 inv	RTF Ca sens act
Cc1ccc(NC(=O)COC(=O)CCc2ccc(S(=O)(=O)N3CCOCC3)cc2)c(C)c1	5	-4	-0.3	-1	-4	-17	1.9	-1	1	-3
CCOC(=O)c1ccc2ncc(C(=O)OCC)c(NCCCN3CCOCC3)c2c1	2	-6	-2.6	-3	-4	-17	1.5	4	15	-7

# Screening results from PubChem BioAssay.
